# Source: PubChem (several laboratories)
# NPY Y2 blocker = antagonists of human neuropeptide Y receptor Y2. P49146. NPY-Y2 expressing cells, antagonist mode. inhibition, % at 2.7 µM. hit rate 0.99% among 140,000; in the data active = inhibition above about 17%;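 also: 0% = vehicle with agonist challenge and 100% = reference antagonist with challenge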
# Target sequence (P49146 whole entry, looked up): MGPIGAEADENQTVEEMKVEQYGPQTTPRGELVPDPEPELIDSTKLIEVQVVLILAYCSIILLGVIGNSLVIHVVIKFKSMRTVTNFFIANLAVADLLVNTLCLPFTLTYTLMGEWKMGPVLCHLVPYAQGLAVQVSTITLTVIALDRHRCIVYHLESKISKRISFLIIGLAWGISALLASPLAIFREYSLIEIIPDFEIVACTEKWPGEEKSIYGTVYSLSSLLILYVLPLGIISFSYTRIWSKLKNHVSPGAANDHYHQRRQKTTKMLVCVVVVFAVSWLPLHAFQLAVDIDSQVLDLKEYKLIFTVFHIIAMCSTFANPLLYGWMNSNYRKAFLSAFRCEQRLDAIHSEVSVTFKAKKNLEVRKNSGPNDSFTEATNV
# Yeast growth inh = reduces growth of yeast BB579 in restrictive medium; inhibition, % at 10 µM; S. cerevisiae BB579 growth, OD615, 48 h; hit rate 0.51% among 140,000;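 active = inhibition above a set limit, 3 SD over the mean compound inhibition, cut at about 44% in these data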; also: inactives centre near -24
#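 Assay system – yeast BB579 (DeaD) · Dosing – single compound dose of 10 µM, 0.25% DMSO final · Detection – OD615 turbidity measurement · Buffer or medium – CSMM-D restrictive synthetic medium containing dextrose (glucose) · Benchmarks – positive control amphotericin B 10 µg/mL · Incubation – 48 h exposure, 30 °C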
# MRP1 act = activators of MRP-1; H69AR cells + doxorubicin, viability rescue, CellTiter-Glo; hit rate 0.61% among 140,000; viability increase, % at 10 µM;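 active = viability gain under doxorubicin at or above a set limit, the compound median plus 3 SD, cut at about 4.7% in these data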;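 also: MRP-1 overexpressing cells given doxorubicin 25 µM after compound pretreatment; 18-22 h compound pretreatment then 72 h with doxorubicin before readout; 0% = doxorubicin-only wells and 100% = vehicle-treated cells without doxorubicin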
# E-sel TNF inh = blocks E-selectin expression induced by TNF alpha; HUVEC TNFa-induced E-selectin immunofluorescence, high content; inhibition, % at 2 µM; hit rate 0.71% among 120,000; AID 1246;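 active = inhibition above the batch mean plus 3 SD, and confirmed as a hit on visual image review, cut at about 43% in these data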;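 also: 0% = TNF-stimulated DMSO wells and 100% = unstimulated control wells; not every result past the cut was called active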
# Phagocytosis inh = macrophage phagocytosis inhibition. hit rate 0.07% among 110,000. AID 1029. inhibition, % at 5 µM. J774A.1 macrophage IgG-bead phagocytosis, imaging;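 active = inhibition above the mean of the plate negative controls plus 5 SD, cut at about 13% in these data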;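 also: phagocytic index as fraction of beads internalized from green versus red external bead signal; plate controls were DMSO negative control for no effect and cytochalasin-D positive control for full effect; some results beyond the cut were filed as inactive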
# Yeast lifespan up = yeast lifespan extension; S. cerevisiae growth with nicotinamide, OD615; deaD strain in restrictive glucose medium; inhibition of the nicotinamide effect, % at 10 µM; hit rate 0.68% among 130,000; AID 775;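 active = inhibition above a set limit, placed 3 SD over the median of all compounds, cut at about 26% in these data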;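 also: 0% = nicotinamide-treated wells and 100% = cells grown without nicotinamide; some compounds called inactive have numbers as strong as hits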
#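 Assay system: engineered S. cerevisiae DeaD replicative-lifespan strain, galactose-grown log-phase cells; medium: restrictive CSMM-D dextrose medium; also added: nicotinamide, 1.5 mM, co-present with compound; schedule: 48 h compound exposure at 30 °C, humidified; detection: absorbance at 615 nm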
# PTEN del growth = PTEN-deleted cell growth suppression; HCT116 PTEN-null viability, CellTiter-Glo, 60 h; active compounds read low; viability, % at 10 µM; hit rate 1.2% among 140,000;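 active = viability at or below a set limit, 4 SD under the median of all tested compounds, cut at about 3.7% in these data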;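 also: PTEN knockout HCT116 line with beta catenin targeted HCT116 as companion control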
# Measles CPE = protection of cells from measles virus. Measles virus-infected cells, CPE protection, absorbance. protection (pct of control), % at 4 µM. hit rate 1.5% among 140,000; in the data active = protection mostly above about 24%, no sharp cut-off; inactive = mostly below about 26%; also: some compounds called inactive have numbers as strong as hits
# HCT116 bCat-KO = beta-catenin-lacking colon tumor cell growth suppression; HCT116 beta-catenin knockout viability, CellTiter-Glo, 60 h; active compounds read low; viability, % at 10 µM; hit rate 1.5% among 140,000;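 active = viability at or under a set limit, the compound median less 4 SD, cut at about 6% in these data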;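 also: 0% = Hyamine 1622 control at 20 µM and 100% = untreated cell control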
# GALR2 blocker = antagonists of human galanin receptor 2 (GALR2) | O43603 | GALR2-expressing cells, antagonist mode | inhibition, % at 4 µM | hit rate 0.39% among 140,000; in the data active = inhibition above about 27%;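 also: cells stimulated with galanin 1-16 at roughly its EC80; 0% = agonist challenge control and 100% = basal control without agonist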
# Target sequence (O43603 whole entry, looked up): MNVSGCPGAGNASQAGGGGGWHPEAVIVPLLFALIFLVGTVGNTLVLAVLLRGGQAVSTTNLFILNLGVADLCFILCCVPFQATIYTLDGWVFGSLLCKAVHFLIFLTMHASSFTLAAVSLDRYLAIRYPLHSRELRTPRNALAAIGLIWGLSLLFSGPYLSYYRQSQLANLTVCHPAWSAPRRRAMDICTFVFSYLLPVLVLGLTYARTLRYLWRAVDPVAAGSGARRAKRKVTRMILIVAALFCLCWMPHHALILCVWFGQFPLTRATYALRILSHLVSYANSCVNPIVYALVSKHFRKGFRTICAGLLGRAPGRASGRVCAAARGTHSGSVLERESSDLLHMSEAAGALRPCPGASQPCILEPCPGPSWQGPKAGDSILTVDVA
# An asterisk follows results filed as active; x = no result given.
SMILES,NPY Y2 blocker,Yeast growth inh,MRP1 act,E-sel TNF inh,Phagocytosis inh,Yeast lifespan up,PTEN del growth,Measles CPE,HCT116 bCat-KO,GALR2 blocker
COc1cc2c(cc1OC)C(C(=O)O)C(c1ccc(C)o1)N(C)C2=O (centres undefined),2,-16,-1.5,x,-4,-22,104,6,89,-4
C=CCCC(=O)Nc1nc(C)c(-c2csc(Nc3cc(OC)ccc3OC)n2)s1,0,-53,-4.0,-17,2,-27,26,2,25,-6
CCC(=O)N1c2ccc(S(=O)(=O)CCC(=O)N3CCN(c4ccccc4)CC3)cc2CC1C (centres undefined),1,-42,-2.2,-23,x,-2,86,8,92,4
Cc1cc(C)c2cc(CN(Cc3nnnn3Cc3ccc(F)cc3)C3CCCC3)c(=O)[nH]c2c1,0,-24,-3.9,-19,x,-27,83,19,92,-5
CCCCOC(=O)CNc1n[nH]c(=S)[nH]c1=O,3,-44,-0.2,-1,0,-6,97,8,96,-1
CCOC(=O)N1CCC(NC(=O)c2ccc(CNS(=O)(=O)c3ccc(F)cc3)cc2)CC1,2,-43,-3.0,x,-5,-21,87,8,95,-9
CCn1c(SCC(N)=O)nc2c(c1=O)C1(CCCC1)Cc1ccccc1-2,3,-32,-4.9,10,-2,-8,96,8,89,-11
CC(C)OC(=O)CCNc1n[nH]c(=O)[nH]c1=O,1,-12,-0.7,1,-1,-7,104,8,105,-10
CCOC(=O)C1CCN(C(=O)C2(NC(=O)Nc3ccccc3Cl)CCCCC2)CC1,7,24,-1.3,-3,-2,-8,61,10,77,13
CCCN(Cc1ccc(N(C)C)cc1)CC1CC1,0,-30,-0.2,-7,0,6,81,5,91,1
COc1cc(CNC(=O)c2cccc(COc3ccc(Cl)cc3)c2)cc(OC)c1,2,-24,4.8*,-9,-13,-2,68,14,70,-5
Cc1cc(Oc2ccc(Cl)cc2)nc(SCC(=O)c2ccccc2)n1,49*,-29,-3.1,13,-7,4,77,3,84,-1
CCOC(=O)CC(=O)CSc1nc2c(c(C)c1C#N)CCC2,3,-33,-6.8,11,-2,-12,82,5,94,12
Cc1c(C(O)CN2CCC(C(N)=O)CC2)c2ccccc2n1C (centres undefined),0,-40,-1.3,8,-2,-5,93,3,102,-1
Cc1ccc(NC(=O)CCC(=O)N/N=C/c2ccco2)c(C)c1,1,-15,-1.0,-24,x,0,96,16,91,-10
COc1ccc(NC(=O)Cn2c(-c3ccc(OC)cc3)cn(-c3ccc(C)cc3)c2=O)cc1,-3,-23,-4.2,-1,1,-6,93,2,98,-1
N#Cc1c(NC(=O)CSc2ncc(-c3ccccc3)n2CC2CCCO2)sc2c1CCCC2 (centres undefined),2,-30,2.7,8,1,-3,79,8,77,-9
O=C(CN1N=C(c2ccc(Cl)cc2)CCC1=O)NCc1cccnc1,2,-56,-0.3,x,-8,2,82,17,85,-2
COc1ccc(C2CC(c3c(Cl)cccc3Cl)n3nc(N)nc3N2)cc1 (centres undefined),3,-43,-2.3,x,0,-6,97,22,91,-2
CCC(C)(C)NC(=O)C(c1cccn1C)N(Cc1ccc(C)cc1)C(=O)Cn1nnc2ccccc21 (centres undefined),6,-24,-3.8,x,2,-2,62,7,71,1
Cc1cccc2sc(NC(=O)C3c4ccccc4Oc4ccccc43)nc12,6,-28,-5.9,-1,1,-5,45,8,61,-3
COc1ccc(/C(O)=C2/C(=O)C(=O)N(CC3CCCO3)C2c2cccc(O)c2)cc1 (centres undefined),3,-23,-1.4,-60,x,-12,86,4,91,4
COc1ccc(CNC(=O)C2CCN(C(=O)N3CCOc4ccc(C)cc43)CC2)cc1,1,28,-0.2,x,x,-13,84,14,101,-12
CCNCCC(=O)N1c2ccccc2Sc2ccc(NC(=O)OCC)cc21,2,-1,-3.8,-5,x,x,76,14,73,8
CCn1cnc2scc(-c3ccccc3)c2c1=O,4,-30,-0.9,-21,1,-12,95,8,99,-12

# Remaining list, next part.
SMILES,NPY Y2 blocker,Yeast growth inh,MRP1 act,E-sel TNF inh,Phagocytosis inh,Yeast lifespan up,PTEN del growth,Measles CPE,HCT116 bCat-KO,GALR2 blocker
CCc1nc(SCC(=O)O)c(C#N)cc1C,1,-37,-0.1,-17,3,0,94,7,94,6
CCOC(=O)C(CSCC(=O)c1ccc(Cl)cc1Cl)NC(=O)OC(C)(C)C (centres undefined),4,-27,-3.1,22,0,-3,100,13,94,15
COc1cc(S(=O)(=O)NCc2cccnc2)c(OC)cc1Br,3,-19,-1.8,-11,0,-4,97,5,104,-3
CN(C)S(=O)(=O)c1ccc(NC(=O)C2CCCN(C(=O)c3ccc(Cl)cc3)C2)cc1 (centres undefined),1,-37,-1.3,x,-3,1,88,8,82,14
COc1ccc(-c2cc(C3CCN(c4ncccc4[N+](=O)[O-])CC3)[nH]n2)cc1,-3,-73,-1.3,10,0,-4,53,7,56,-15
Cc1ccccc1C(=O)Nc1ccc2c(c1)OCO2,2,-53,1.4,-7,0,-13,106,17,102,-2
Cc1ccc2ncccc2c1NS(=O)(=O)c1ccccc1,4,-31,-0.1,x,1,9,97,25,98,-10
Cc1n[nH]c(C)c1S(=O)(=O)N1CCCC(C(=O)Nc2ccc3c(c2)OCCO3)C1 (centres undefined),-1,-14,0.2,x,-1,-3,89,21,87,-10
COc1ccc(-n2c3c(c(=O)[nH]c2=O)C(C(F)(F)F)(C(F)(F)F)N=C(CC(C)C)N3)cc1,2,-18,-1.1,-57,x,-10,105,13,87,-7
CC1CCCN(S(=O)(=O)c2ccc(C(=O)Nc3ccccc3-c3nc4ccccc4[nH]3)cc2)C1 (centres undefined),1,-44,-5.2,x,-11,3,9,8,12,-5
NC(=O)c1sc2nc3c(c(-c4cccs4)c2c1N)CCCC3,1,-25,-3.6,-6,0,-1,13,1,25,7
O=C(c1cnn2c1NC(c1ccc(Br)cc1)CC2C(F)(F)F)N1CCN(C23CC4CC(CC(C4)C2)C3)CC1 (centres undefined),-1,-32,-3.5,-13,x,x,46,5,47,0
CC(=O)c1[nH]c(C)c(C(C)=O)c1C,1,-9,-1.8,8,x,-8,87,19,89,-9
O=C(O)c1cccc(NS(=O)(=O)c2cccc3cccnc23)c1,1,-35,-0.1,x,0,-7,105,8,94,3
Cc1ccc(S(=O)(=O)NCC(=O)OCC(=O)N(Cc2ccccc2)C(C)(C)C)cc1,0,-31,-2.0,7,-3,-3,101,12,89,-8
CC(=O)Nc1nc(NC(=O)/C=C/c2ccccc2)n(-c2ccccc2)n1,0,-19,-0.4,x,0,0,19,4,26,3
COc1ccc2c(OC)cc(=O)n(C)c2c1,0,3,-2.5,x,-3,9,95,1,94,13
CC(C)(C)c1cc(C(=O)O)nn1-c1ccccc1,2,-64,0.4,-11,6,10,104,14,99,-2
Cc1ccc(-c2nnc(-c3cccc(NC(=O)c4cccs4)c3)o2)cc1,11,-7,0.4,40,x,-11,89,10,98,-5
O=C(c1cnn2c(C(F)(F)F)cc(-c3ccco3)nc12)N1CCCCCC1,5,-15,-2.1,x,-1,-5,96,10,91,1
CSc1ccccc1C(=O)NC1CCCC1,4,-17,0.2,8,0,-5,92,22,99,-6
Cc1nc2ccc(C(C(F)(F)F)(C(F)(F)F)C(F)(F)F)cc2[nH]1,2,4,-3.4,0,0,0,55,5,53,1
O=C(NC12CC3CC(CC(C3)C1)C2)C12CC3CC(C1)CC(n1cnc(Cl)n1)(C3)C2,0,-36,-3.1,-26,x,-10,78,9,81,3
CC(C)C(=O)Nc1ccccc1C(=O)OCC(=O)c1ccc2c(c1)OCCO2,2,-30,-2.7,49,2,-4,84,15,81,-4
CCOC(=O)/C=c1\s/c(=C\c2ccc3c(c2)OCCO3)c(=O)n1CC(=O)NCC1CCCO1 (centres undefined),0,-36,1.0,5,0,-5,85,19,82,-6

# New compounds follow
SMILES,NPY Y2 blocker,Yeast growth inh,MRP1 act,E-sel TNF inh,Phagocytosis inh,Yeast lifespan up,PTEN del growth,Measles CPE,HCT116 bCat-KO,GALR2 blocker
CCOC(=O)N1CCN(Cc2nc3c(c(=O)n(C)c(=O)n3C)n2Cc2ccc(F)cc2)CC1,0,3,-2.4,x,0,-10,78,4,72,-10
O=C(C1CCCCC1)N(CCN1CCCC1)c1nc2ccccc2s1,2,-91,-0.8,24,x,-12,97,x,87,-1
Cc1cccc(OCc2nnc(SCC(=O)c3cccs3)n2C)c1C,3,-16,0.3,x,-2,-10,72,3,61,16
CC(=O)c1c(C)[nH]c(C(=O)CSc2nnc(-c3ccccc3)n2Cc2ccc3c(c2)OCO3)c1C,0,-31,-4.4,11,-1,-21,100,3,111,-16
COc1cc(/C=N/O)cc(Br)c1OCc1ccc(Cl)cc1,2,-46,-1.3,-23,-2,-7,71,3,69,-4
CC(C)(C)NC(=O)CCC1COc2ccccc2O1 (centres undefined),5,-14,0.2,8,x,-6,103,6,87,-25
O=C(CN1CCCc2ccccc21)N/N=C/c1ccccc1O,2,-26,0.9,x,-8,6,11,8,14,9
Cc1cccc(NC2=NC3(CCCCC3)N=C(N)N2)c1C,2,6,-1.2,-1,0,-7,96,15,98,-3
CC[n+]1c(/C=C/Nc2ccccc2)oc2ccccc21,13,-19,-2.3,-47,1,21,47,8,44,3
CCN(CC)CC(=O)NCC1(c2ccccc2)CCOCC1,3,-79,-0.3,15,-1,-6,109,7,104,-2
N/C(=N\OC(=O)C(c1ccccc1)c1ccccc1)c1cccnc1,-1,-9,-1.9,-23,x,-6,89,5,93,-6
O=C(O)c1cnc(-c2ccccc2)nc1Sc1ccc(Cl)cc1Cl,2,-54,-1.9,28,x,-12,93,4,93,1
Cc1ccc(N(C(C)C(=O)O)S(=O)(=O)c2cccnc2)cc1 (centres undefined),x,18,-0.4,x,2,-6,89,5,102,x
COc1cccc(C(C(=O)NC2CCCCC2)N(C(=O)c2cccs2)c2ccc3c(c2)OCO3)c1 (centres undefined),11,-38,1.7,5,x,0,58,14,59,-25
COC(=O)Nc1ccc(S(=O)(=O)Nc2cccc3ccccc23)cc1,7,-45,-3.9,-14,x,-5,86,14,87,10
CC1(C)CC(=O)C(C=NCCCO)=C(O)C1,1,7,-0.4,x,-1,-14,88,12,97,-16
CC(C)(C)OC(=O)C1C(=O)CC(C)(O)C(C(=O)OC(C)(C)C)C1c1cccnc1 (centres undefined),4,-25,-4.0,-4,0,2,87,2,96,-11
CC(CCc1ccccc1)C(=O)NO (centres undefined),1,-53,-0.6,x,3,-3,96,12,98,7
O=C(NCc1ccc2c(c1)OCO2)C1CCN(S(=O)(=O)c2ccc(Br)s2)CC1,1,-72,1.8,-8,0,-13,89,26,86,-1
Cc1cccc(-c2nsc(SCC(=O)Nc3nccs3)n2)c1,1,-10,0.6,x,x,-12,90,13,83,-8
CCCCNC(=S)Nc1ccc2cn[nH]c2c1,0,-39,1.4,x,-12,6,93,2,102,-2
